# Assay outcomes: PubChem, National Center for Advancing Translational Sciences (NCATS)
# TSHR antagonist – human thyrotropin receptor antagonism; 330,000 compounds, 0.2% hits; AID 504810; TSHR-expressing cells, TSH-stimulated cAMP HTRF, 2 h; hits give low values; activity change, negative = inhibition, % at 11.5 µM;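 active means activity change below a set negative limit, meaning inhibition stronger than a set level, cut at about -70% in these data; inconclusive means activity change between two set negative limits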; further: on the % scale 0 is the no-effect control and ±100 the full control effect
#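 TSHR-expressing cells were treated with compounds, then stimulated with TSH at EC80 (4nM final) for 2 hours at 37 deg C. Cellular cAMP was measured by HTRF competition between lysate cAMP and cAMP-d2 for a cryptate-labelled anti-cAMP antibody.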
# Mito fusion yeast – blocks mitochondrial division or promotes mitochondrial fusion | S. cerevisiae fusion-defective mutant growth rescue, CellTiterGlo 48 h | Potency, µM (doses to about 46.1 µM), for inactives: at the top dose growth rescue (activation), usual class: activators | 320,000 compounds, 0.23% hits | AID 485298;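 further: potency means the concentration at half of the fitted maximal effect; % of control where 0% means no effect; nearly all actives have a fitted effect of over 45% in size; temperature-sensitive fusion mutants such as fzo1-1 at 37 °C on non-fermentable ethanol glycerol medium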
#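 Read-out: ATP-based luminescence (CellTiterGlo, 10 min ambient) reporting growth of fusion-defective ts yeast after 48 hours at 37C on glycerol/ethanol YPEG medium in the presence of compound.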
# ELG1 repair inh – ELG1-dependent DNA repair inhibition; HEK293T ELG1-luciferase reporter, luminescence, 16 h; DNA damage induced by 5-fluorouridine; Potency, µM (highest dose often 46.1 µM), for the others: at the highest dose activity change, negative = inhibition, actives largely listed as inhibitors; 330,000 compounds, 2.3% hits; AID 504467; further: potency means the concentration at half of the fitted maximal effect; on the % scale 0 is the no-effect control and ±100 the full control effect; nearly all actives have a fitted effect of over 55% in size
#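 Reporter activity after DNA damage by 5-fluorouridine is monitored. Compound-treated cells incubate 16 hr at 37 °C, then ONE-Glo is added for 30 min before luminescence reading.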
# TCR act – activates T cell receptor signaling; primary human leukocytes, anti-CD3, IL-2 HTRF, 48 h; AID 504894; Potency, µM (highest dose often 9.22 µM), without a hit: at the top dose activation of IL-2 secretion, usual class: activators; 330,000 tested, under 10 active; further: % of control where 0% means no effect
#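 Using a-CD3 beads without co-stimulation, primary human leukocytes were exposed to compounds for 48 hr. An HTRF IL-2 kit measured the cytokine, with europium-to-d2 energy transfer producing emission at 665nm upon 320nm excitation.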
# A-T KAP1 phos – potential ataxia-telangiectasia treatment; […] A-T fibroblasts, KAP-1 phosphorylation AlphaLISA; neocarzinostatin DNA damage 30 min before lysis; Potency, µM (titrated, usually from 57.5 µM), for the others: at the highest dose activation, actives largely listed as activators; 320,000 compounds, 0.19% hits; AID 485349; further: potency means the concentration at half of the fitted maximal effect; % of control where 0% means no effect; nearly all actives have a fitted effect of over 45% in size
#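 ATM-like activity read as KAP-1 phosphorylation via AlphaLISA donor/acceptor antibody pairs after lysis and 6 hr at 25C. Cells were ATM-null patient fibroblasts ([…], hTERT), dosed 60 min, then exposed to the DSB inducer NCS for 30 min.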
# Chronic BCR inh – blocks chronic active B-cell receptor signaling | AID 493014 | ABC-DLBCL IkBa-CBG/CBR reporter, luminescence ratio, 4 h | Potency, µM (highest dose often 46.1 µM), inactives show top-dose ratio change, negative = lower green/red ratio, most hits filed as inhibitors | 340,000 compounds, 0.05% hits; active means well fitted inhibition curve with a large enough effect in the signal ratio, with a control signal flat, not every such curve was filed as active; inconclusive means small, poorly fitted or top-dose-only effect, or effect the other way, or a change in a side signal; the % refers to the signal ratio;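 further: potency means the concentration at half of the fitted maximal effect; plate controls were basal doxycycline-induced cells for no effect and cells given 10 µM MG132 for full effect; MG132 reads +100%, hits lower the ratio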
#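 Cell line TMD8 (human ABC DLBCL), stably expressing tet-inducible CBG68-IkBa fusion and CBR; IMDM/0.5% FBS; cpd up to 46 uM; dox induction, 4 h, 37C/5% CO2; dual luminescence; green/red ratio; MG132 control.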
# Integrin act MD – activators of alpha7 integrin expression for muscular dystrophy. Potency, µM (doses to about 38.3 µM), for the others: top-dose activation, hits mostly activators. AID 624291. alpha7betagal myoblasts, beta-gal FDG fluorescence, 48 h. 350,000 compounds, 0.064% hits;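 further: potency means the concentration at half of the fitted maximal effect; 100% = response of the positive control SU9516; nearly all actives have a fitted effect of over 60% in size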
#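 Alpha7betagal+/- myoblasts (passage 13) were plated 16-24 hr, then exposed to compounds (1:260 dilution of DMSO stock) for 48 hours at 37C. After MPER lysis, β-galactosidase reporter activity was read as FDG fluorescence (ex 480/em 540) after 30 minutes.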
# Tb PFK block – blocks T. brucei phosphofructokinase; 330,000 compounds, 0.17% hits; Potency, µM (titrated, usually from 57.5 µM), without a hit: at the top dose activity, negative = inhibition, actives largely listed as inhibitors; T. brucei PFK, ADP-Glo luminescence; O15648;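 further: potency means the concentration at half of the fitted maximal effect; 0% = uninhibited 1x PFK enzyme wells and -100% = no-enzyme wells; nearly all actives have a fitted effect of over 60% in size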
# Target sequence (O15648 whole entry, looked up): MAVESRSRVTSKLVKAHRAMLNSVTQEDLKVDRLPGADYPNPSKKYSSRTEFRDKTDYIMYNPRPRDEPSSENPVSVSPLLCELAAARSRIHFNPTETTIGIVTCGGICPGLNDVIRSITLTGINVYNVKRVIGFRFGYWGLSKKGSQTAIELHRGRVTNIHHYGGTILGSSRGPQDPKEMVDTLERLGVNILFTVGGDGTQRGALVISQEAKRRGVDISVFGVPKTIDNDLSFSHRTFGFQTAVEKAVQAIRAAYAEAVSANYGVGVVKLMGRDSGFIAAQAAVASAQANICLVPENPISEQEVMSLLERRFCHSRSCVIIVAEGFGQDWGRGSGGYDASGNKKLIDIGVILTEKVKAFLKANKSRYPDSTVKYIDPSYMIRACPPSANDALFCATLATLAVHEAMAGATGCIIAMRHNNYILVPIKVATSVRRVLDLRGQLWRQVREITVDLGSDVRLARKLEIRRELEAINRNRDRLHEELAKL
#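 Activity is normalized to no-enzyme wells (full inhibition) and 1.25 nM enzyme wells (no inhibition). Reaction: 0.5 mM F6P, 0.1 mM ATP, 45 min RT, ADP-Glo luminescence; concentration-response curves fitted and classed by quality.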
# ASM inhibitor – human S-ASM enzyme inhibition; Potency, µM (doses to about 57.5 µM), without a hit: at the highest dose activity change, negative = inhibition, usual class: inhibitors; placental ASM, HMU-PC fluorogenic substrate, 60 min; 340,000 compounds, 0.006% hits; AID 504937; further: potency means the concentration at half of the fitted maximal effect
# Target sequence (P17405 47-631 limits assumed): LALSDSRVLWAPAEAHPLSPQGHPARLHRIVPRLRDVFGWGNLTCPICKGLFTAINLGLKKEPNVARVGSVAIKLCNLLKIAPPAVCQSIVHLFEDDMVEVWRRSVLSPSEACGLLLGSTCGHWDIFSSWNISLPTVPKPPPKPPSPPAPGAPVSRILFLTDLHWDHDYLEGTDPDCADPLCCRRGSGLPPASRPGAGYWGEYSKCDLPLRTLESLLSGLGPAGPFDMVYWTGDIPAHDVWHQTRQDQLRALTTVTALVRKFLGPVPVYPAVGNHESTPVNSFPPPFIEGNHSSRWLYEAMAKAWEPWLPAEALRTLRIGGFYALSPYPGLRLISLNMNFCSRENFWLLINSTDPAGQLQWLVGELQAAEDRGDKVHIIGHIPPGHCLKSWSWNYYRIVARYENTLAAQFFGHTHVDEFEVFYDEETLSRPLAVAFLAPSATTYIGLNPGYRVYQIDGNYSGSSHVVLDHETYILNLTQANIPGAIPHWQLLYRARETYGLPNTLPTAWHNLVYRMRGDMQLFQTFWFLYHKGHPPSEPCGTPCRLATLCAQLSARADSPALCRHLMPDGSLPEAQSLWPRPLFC
#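 Steps: dispense placental human ASM, pin compound, wait 10 min at room temperature, add HMU-PC0 substrate at 9 uM final, incubate 60 min at 37 °C, add stop solution raising pH to 10, read fluorescence.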
# PTAP TSG101 blk – blocks PTAP/TSG101 interaction to inhibit HIV-1 budding; 340,000 tested, under 10 active; Q99816; Fluorescence polarization, FITC-PTAP peptide / Tsg101 binding; Potency, µM (series often up to 115 µM), for inactives: top-dose activity change, negative = inhibition, usual class: inhibitors; active means well fitted inhibition curve with a large enough effect in the main read-out, with a control signal flat, not every such curve was filed as active; inconclusive means small, poorly fitted or top-dose-only effect, or effect the other way, or a change in a side signal; inactive means no such curve, though single readings can be large or run the other way; further: potency means the concentration at half of the fitted maximal effect; % of control where 0% means no effect
#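 FP read-out: FITC-PTAP peptide, 50 nM final, binding Tsg101 binding domain, 10 uM final; 20 min, r.t.; 10 mM HEPES pH 7.5, 0.15 M NaCl, 0.01% Tween 20, 3 mM EDTA, 0.1 mM TCEP.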
# Eya2 inh – blocks the phosphatase activity of human Eya2. 330,000 compounds, 0.006% hits. O00167. Potency, µM (titrated, usually from 76.9 µM), for inactives: top-dose activity, negative = inhibition, actives largely listed as inhibitors. recombinant Eya2, OMFP fluorescence dephosphorylation (OMFP is methylfluorescein phosphate); further: potency means the concentration at half of the fitted maximal effect; on the % scale 0 is the no-effect control and ±100 the full control effect
#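 Eya2 protein (added as 0.2 uM solution) was preincubated with compound for 10 min at ambient temperature in 50 mM HEPES pH 7.5, 50 mM NaCl, 5 uM MgCl2, 0.05% BSA, 1 mM DTT. OMFP (added at 50 uM) then reacted 10 min; fluorescence read at 485/525 nm.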
# Starred values were filed as active, the others as inactive; ? = inconclusive; nt = no result given; [ ] = remark or other dose. Unless noted, the call rests on the fitted dose curve; in most records, active means well fitted curve in the direction sought with a large enough effect; inconclusive means small, poorly fitted or top-dose-only effect, or another doubt; inactive means no such curve, though single readings can be large; an effect the other way counts as inactive or inconclusive.
SMILES,TSHR antagonist,Mito fusion yeast,ELG1 repair inh,TCR act,A-T KAP1 phos,Chronic BCR inh,Integrin act MD,Tb PFK block,ASM inhibitor,PTAP TSG101 blk,Eya2 inh
O=C1c2ccccc2C(Nc2ccc3c(c2)OCCO3)N1c1ccc(Cl)cn1 (stereo not drawn),-9,7%,21%,3%,20%,9%,-7%,-2%,-6%,0%,-9%
O=C(O)c1ccc(NC(=S)NC(=O)c2cccc(COc3ccccc3)c2)cc1,-17,14%,23%,0%,1%,nt,21%,0%,-1%,-6%,-10%
O=c1cc(N2CCc3ccccc3C2)[nH]c(=O)n1-c1ccc(Br)cc1,10,0%,-1%,5%,-15%,-1%,22%,5%[0.46 µM],3%,-12%,-13%
Cc1ccc(NC(=O)CSc2nc(-c3ccco3)nc3cc(=O)[nH]n23)c(Cl)c1,-3,2%,?,1%,0%,?,-3%,-2%,-2%,-6%,2%
C/C(=N\Nc1ccc(S(=O)(=O)N2CCCCC2)cn1)c1cccc(Br)c1,-1,-8%,?,7%,8%,?,?,-2%,-4%,0%,-2%
CCN(CC)S(=O)(=O)c1cc(NC(=O)COC(=O)C2CCC2)ccc1C,-13,-4%,14%,nt,6%,-4%,0%,-1%,1%,-10%,7%
Cc1ccc(CNC(=O)c2nccnc2C(=O)O)cc1,-8,-1%,14%,-4%,5%,0%,-2%,1%,2%,0%,-6%
COc1cc(CN2CCC(C(=O)NCCC(C)C)CC2)ccc1OCc1ccccc1,-4,-9%,?,5%,-1%,-1%,-1%,0%,-1%,-2%,-12%
O=C(O)CC12CC3CC(C1)CC(n1ncc(NCc4ccc5c(c4)OCO5)c(Cl)c1=O)(C3)C2,-8,-2%,17%,nt,-1%,8%,nt,4%,nt,nt,?
CC1(c2ccccc2)NC(=O)N(CC(=O)Nc2nnc(C3CC3)s2)C1=O (stereo not drawn),18,-1%,?,-4%,-1%,-2%,0%,3%,3%,-4%,7%
CCc1ccc(-c2csc(NC(=O)C3CC(=O)N(c4ccc5c(c4)OCCO5)C3)n2)cc1 (stereo not drawn),-7,5%,?,0%[46.1 µM],-4%,1%,-15%,9%,-16%,-5%,1%
COc1ccc(NC(=O)c2cc(S(=O)(=O)N3CCOCC3)cn2C)cc1Cl,7,-2%,9%,-1%,12%,-2%,-9%,-1%,-1%,-2%,7%
Cc1noc(NC(=O)c2c(-c3c(Cl)cccc3Cl)noc2C)c1[N+](=O)[O-],-2,4%,?,3%,2%,?,20%,3%,2%,-2%,-3%
CCc1nc(N2CCN(C(=O)c3ccccc3)CC2)c2c3c(sc2n1)CCCC3,-2,30%,?,-8%,-5%,?,-7%,2%,-6%,1%,-2%
C/C(=N/NC(=O)c1ccoc1C)c1ccc(NC(=O)C2CCCC2)cc1,-7,?,?,5%[46.1 µM],0%,?,29%,-7%,4%,-3%,-3%
CCn1c2ccc(CC(=O)O)cc2c2cc(CC(=O)O)ccc21,-9,-4%,0%,1%,5%,0%,14%[7.66 µM],4%,0%,-4%,-4%
O=C(O)c1ccc(NCCc2ccc(Cl)cc2)c([N+](=O)[O-])c1,-11,?,-2%,7%,-2%,?,1%,-25%,-1%,-5%,-3%
Cc1ccccc1NC(=O)Cc1nnc(SCC(=O)NC2CCCC2)n1C,2,2%,0%,-4%,0%,2%,-6%,-1%,0%,-1%,-5%
Cn1c(O)c(N=Nc2ccccc2)c2ccccc21,-6,2%,1%,0%,9%,?,-16%,1%,-5%,2%,?
CCCCn1c(N)c(N(Cc2ccccc2OC)C(=O)c2sccc2C)c(=O)[nH]c1=O,30,-1%,14%,-14%,nt,-9%,32%,-8%,-1%,-1%,-5%

# Record cards, from the list above.
# C/C(=N/NC(=O)c1ccoc1C)c1ccc(NC(=O)C2CCCC2)cc1 across the screens: TSHR antagonist = -7; Mito fusion yeast = ?; ELG1 repair inh = ?; TCR act = 5%[46.1 µM]; A-T KAP1 phos = 0%; Chronic BCR inh = ?; Integrin act MD = 29%; Tb PFK block = -7%; ASM inhibitor = 4%; PTAP TSG101 blk = -3%; Eya2 inh = -3%
# Cc1noc(NC(=O)c2c(-c3c(Cl)cccc3Cl)noc2C)c1[N+](=O)[O-] across the screens: TSHR antagonist = -2; Mito fusion yeast = 4%; ELG1 repair inh = ?; TCR act = 3%; A-T KAP1 phos = 2%; Chronic BCR inh = ?; Integrin act MD = 20%; Tb PFK block = 3%; ASM inhibitor = 2%; PTAP TSG101 blk = -2%; Eya2 inh = -3%

# (cont.)
SMILES,TSHR antagonist,Mito fusion yeast,ELG1 repair inh,TCR act,A-T KAP1 phos,Chronic BCR inh,Integrin act MD,Tb PFK block,ASM inhibitor,PTAP TSG101 blk,Eya2 inh
CCc1sc(C(=O)Nc2ccsc2C(=O)OC)cc1Br,53,5%,-1%,nt,-46%[inhibitor],6%,-16%[7.66 µM],-4%,-4%,-11%,-1%
CC(=O)C1=C(c2ccccc2)N(C(C)=O)n2c(C)nnc2S1,-14,-2%,-21%,7%,-8%,?,-41%,-7%,-1%,0%,7%
CC(=O)Nc1ccc(S(=O)(=O)Nc2cc([N+](=O)[O-])ccc2C)cc1,-11,-6%,-7%,-5%,0%,1%,-6%,-7%,0%,1%,-1%
N#Cc1ccccc1NC(=O)COC(=O)c1ccc(F)cc1F,-7,5%,-2%,-1%,-4%,0%,-14%,0%,0%,0%,-2%
Cc1c(NC(=O)Oc2ccccc2)sc(=S)n1C,4,-3%,0%,2%,nt,-4%,?,0%,4%,12%,16%
CC(C)[C@H](NC(=O)c1ccccc1)C(=O)OCC(=O)Nc1ccc(Cl)cc1C(F)(F)F,2,0%,-11%,4%[46.1 µM],0%,2%,-14%,6%,2%,-1%,-7%
O=C(NC1CCN(C(=O)N2c3ccccc3Sc3ccccc32)CC1)c1ccco1,-22,16%,23µM*,-1%,3%,-2%,17%,-5%,-5%,-6%,-4%
O=C(/C=C/c1ccc(Cl)cc1)NC1CC2CCC1C2 (stereo not drawn),-5,4%,?,24%,-1%,?,7%,1%,-6%,-3%,-18%
CCOC(=O)N1CCC(NC(=O)Cn2c3ccccc3c3cn[nH]c(=O)c32)CC1,2,-8%,19%,nt,-13%,5%,nt,-9%,nt,nt,4%
CCc1ccccc1NC(=O)C1=CN2CCS(=O)(=O)N=C2C=C1,4,2%,14%,1%,9%,-2%,-9%,0%,4%,0%,20%
Cc1ccc(C)c(NC(=O)C2CC(=O)N(C(C)C)C2)c1 (stereo not drawn),-5,1%,-1%,3%,-11%,5%,-16%,-3%,1%,-1%,3%
CC1C(=O)Nc2ccc(S(=O)(=O)N3CCc4ccccc4C3)cc2NC1=O (stereo not drawn),-10,-6%,0%,-1%,3%,-10%,-21%,3%,-3%,-2%,7%
COc1ccccc1CNC(=O)CN1C(=O)NC2(CCCc3ccccc32)C1=O (stereo not drawn),332,-3%,0%,9%,2%,-2%,15%,-1%,1%,0%,20%
O=C(CC1C(=O)NCCN1Cc1cccc(Oc2ccccc2)c1)NCCc1ccccn1 (stereo not drawn),-13,1%,1%,-7%,0%,4%,-13%,0%,-1%,0%,-1%
CCCCOc1nc2c(c(=O)n(C)c(=O)n2C)n1C,10,11%,-9%,-1%,-3%,?,11%,-4%,1%,1%,-10%
COc1ccc(N/C=C/C(=O)c2ccc(OC)c(OC)c2)cc1,-3,2%,?,-2%,-9%,-15%,-24%,-2%,22%,0%,-5%
O=C(c1ccco1)N1N=C2CCCCCC2C1(O)C(F)(F)F (stereo not drawn),-11,14%,0.33µM*,-4%,9%,-6%,-27%,-4%,2%,-4%,-1%
Cc1ccnc(NS(=O)(=O)c2ccc(-n3cccn3)cc2)c1,7,3%,12%,-5%,3%,5%,-13%,0%,0%,-3%,6%
CCOc1ccc(N2CC(O)=C(c3nc4ccccc4c(=O)[nH]3)C2=N)cc1,4,-7%,9%,4%,-4%,-2%,0%,1%,56%[activator],-4%,3%
